Assay outcomes from PubChem.
a7 integrin act: activators of alpha7 integrin expression for muscular dystrophy. Potency, µM (highest dose often 38.3 µM), for inactives: top-dose activation, usual class: activators. AID 624291. alpha7betagal myoblasts, beta-gal FDG fluorescence, 48 h. 0.064% of 350,000 active;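 also: potency is read from the fitted curve at half-maximal effect; 100% = response of the positive control SU9516; nearly all actives have a fitted effect of over 60% in size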
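Alpha7betagal+/- myoblasts (passage 13) were plated 16-24 hr, then exposed to compounds (1:260 dilution of DMSO stock) for 48 hours at 37C. After MPER lysis, β-galactosidase reporter activity was read as FDG fluorescence (ex 480/em 540) after 30 minutes.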
TCR activator: activators of T cell receptors; primary human leukocytes, anti-CD3, IL-2 HTRF, 48 h; Potency, µM (series often up to 9.22 µM), inactives show top-dose activation of IL-2 secretion, usual class: activators; 330,000 tested, under 10 active; AID 504894; also: % of control where 0% means no effect
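IL-2 produced over 48 hr by a-CD3 bead-stimulated primary human leukocytes exposed to compounds was detected with a homogeneous time-resolved FRET immunoassay, 665nm acceptor signal after 320nm excitation.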
BRCA1 expr up: activators of BRCA1 expression; Potency, µM (highest dose often 46.1 µM), for inactives: at the highest dose activation, hits mostly activators; AID 624202; MCF7-BRCA1-FFLuc reporter, luminescence, 48 h; response scale: scaled: vehicle 0%, 10 µM genistein 100%; 1.1% of 380,000 active; also: potency is read from the fitted curve at half-maximal effect; nearly all actives have a fitted effect of over 80% in size; some results filed as inactive show a strong effect at the top dose
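MCF7-BRCA1-FFLuc cells, 2000/well in phenol-red-free MEM, attached 2 h then treated 48 h at 37 C. Luciferase luminescence read 15 min after reagent; normalized to genistein maximum activation (10microM) and DMSO, concentration-response fitted.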
ELG1 DNA repair: ELG1-dependent DNA repair inhibition; 2.3% of 330,000 active; HEK293T ELG1-luciferase reporter, luminescence, 16 h; DNA damage induced by 5-fluorouridine; Potency, µM (titrated, usually from 46.1 µM), for inactives: at the top dose activity change, negative = inhibition, actives largely listed as inhibitors; also: potency is read from the fitted curve at half-maximal effect; % is scaled to controls: 0 for no effect and ±100 for the full control effect; nearly all actives have a fitted effect of over 55% in size
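Luminescence from the luciferase reporter, measured 30 min after ONE-Glo reagent at room temperature, was the read-out. Beforehand, 2,000 cells per well were exposed for 16 hr at 37 °C to 5-fluorouridine together with compound or vehicle.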
B2AR arrestin: agonists driving beta-arrestin recruitment to human beta2-adrenergic receptor | P07550 | beta-arrestin recruitment to beta2AR, cell-based reporter | Potency, µM (doses to about 46.1 µM), without a hit: at the highest dose activation, actives largely listed as activators | 0.02% of 330,000 active | AID 492947;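 also: potency is read from the fitted curve at half-maximal effect; 0% = DMSO controls and full agonism = EC100 isoproterenol or metaproterenol; nearly all actives have a fitted effect of over 65% in size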
TRPV1 ag: activates the human vanilloid receptor TRPV1; 0.19% of 320,000 active; Q8NER1; activation, % at 8.33 µM; TRPV1-expressing cells, Fluo-8 calcium influx, agonist mode; in the data active = activation above about 80%; inconclusive = between about 30% and that limit; also: 0% is about no effect
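Fluo-8 calcium influx in TRPV1-expressing cells, kinetic read (ex 480/em 520 nm). Compound added and read 3 min for agonist activity, followed by capsaicin at EC20 final and 2 min further read for enhancement.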
TSG101-PTAP inh: blocks PTAP/TSG101 interaction to inhibit HIV-1 budding. Q99816. 340,000 tested, under 10 active. Potency, µM (highest dose often 115 µM), for the others: top-dose activity change, negative = inhibition, hits mostly inhibitors. Fluorescence polarization, FITC-PTAP peptide / Tsg101 binding; active = well fitted inhibition curve with a large enough effect in the main read-out, with a control signal flat, not every such curve was filed as active; inconclusive = small, poorly fitted or top-dose-only effect, or effect the other way, or a change in a side signal; inactive = no such curve, though single readings can be large or run the other way; also: potency is read from the fitted curve at half-maximal effect; % of control where 0% means no effect
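FP read-out: FITC-PTAP peptide, 50 nM final, binding Tsg101 binding domain, 10 uM final; 20 min, r.t.; 10 mM HEPES pH 7.5, 0.15 M NaCl, 0.01% Tween 20, 3 mM EDTA, 0.1 mM TCEP.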
MLL CXXC-DNA inh: blocks binding of human MLL CXXC domain to DNA; Q03164; MLL-CXXC / FITC-HOXA9 DNA fluorescence polarization; 0.037% of 290,000 active; Potency, µM (top dose mostly 115 µM), for inactives: at the highest dose activity change, negative = inhibition, hits mostly inhibitors; active = well fitted inhibition curve with a large enough effect in the polarisation, with a control signal flat, not every such curve was filed as active; inconclusive = small, poorly fitted or top-dose-only effect, or effect the other way, or a change in a side signal; inactive = no such curve, though single readings can be large or run the other way; the % refers to the polarisation; also: potency is read from the fitted curve at half-maximal effect
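Purified MLL-CXXC (added from a 7 uM solution) was preincubated 5 min at ambient with pinned compounds in 50 mM Tris-HCl pH 7.5, 50 mM NaCl, 1 mM DTT, 0.05% BSA. Fluorescein-labeled HOX-A9 DNA (50 nM solution) followed, 30 min, then polarization read.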
p53 reactivator: restores transcriptional activity of mutant p53; 0.063% of 320,000 active; H1299 p53-A138V BP100-luciferase reporter, luminescence, 24 h; Potency, µM (top dose mostly 92.2 µM), without a hit: top-dose activity change, positive = activation, hits mostly activators; AID 504706; also: potency is read from the fitted curve at half-maximal effect; % of control where 0% means no effect; nearly all actives have a fitted effect of over 45% in size
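p53-null H1299 cells stably carrying temperature-sensitive p53-A138V and a BP100-luciferase reporter were pinned with compounds (4-point, 1:5 series) and held 24 hrs at 37 deg C. Luminescence was read 10 min after detection reagent.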
AT treatment: potential ataxia-telangiectasia treatment. […] A-T fibroblasts, KAP-1 phosphorylation AlphaLISA; neocarzinostatin DNA damage 30 min before lysis. Potency, µM (top dose mostly 57.5 µM), without a hit: at the highest dose activation, actives largely listed as activators. 0.19% of 320,000 active. AID 485349; also: potency is read from the fitted curve at half-maximal effect; % of control where 0% means no effect; nearly all actives have a fitted effect of over 45% in size
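hTERT-immortalized A-T patient fibroblasts ([…]), 500 cells/well in OPTI-MEM, 1% FBS, got compounds for 60 min, then NCS for 30 min at 37C. Lysates were then assayed for phospho-KAP-1 by AlphaLISA (anti-pKAP1 donor, anti-KAP1 acceptor beads), 6 hr at 25C.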
Numbers without * were called inactive; ? = inconclusive; . = not tested or not shown; [ ] = another dose, or the depositor's remark. Unless noted, calls follow the shape of the dose curve; as a rule, active = well fitted curve in the direction sought with a large enough effect; inconclusive = small, poorly fitted or top-dose-only effect, or another doubt; inactive = no such curve, though single readings can be large; an effect the other way counts as inactive or inconclusive. An unsorted share of the library. Share with any hit: about 3.8%.

Values run as follows: ELG1 DNA repair	TRPV1 ag	p53 reactivator	a7 integrin act	BRCA1 expr up	B2AR arrestin	AT treatment	TSG101-PTAP inh	MLL CXXC-DNA inh	TCR activator
CCc1nc(SCc2ccccc2C)n[nH]1
  ?	28	27%	13%	77%	-1.0%	2%	-6%	-9%	.
COc1ccc(CCNCC(=O)Nc2ccc(C)c(S(=O)(=O)N(C)C)c2)cc1
  -18%	-2	0%	-1%	0%	0.3%	-8%	-2%	4%	0%
CC(C)C[C@H]1CNC(=S)N1CC1CCCN1C[C@H](CC(C)C)N1C[C@H](CC(C)C)N(CCc2ccccc2)C1=S (stereo not given in full)
  .	.	.	3%	-7%	.	.	-4%	.	4%
CCN(c1cccc(C(F)(F)F)c1)S(=O)(=O)c1ccc2c(c1)CCN2C(C)=O
  ?	16	-1%	-19%	-68%	-0.1%	3%	0%	-9%	-2%
Cc1cc(NC(=O)c2c(Cl)cnn2C)no1
  -4%	0	3%	17%	-14%	-0.7%	2%	1%	0%	4%
CCOC(=O)N1CCN(C(=O)c2ccc(S(=O)(=O)NCc3ccco3)cc2)CC1
  10%	3	-2%	-15%	17%	-0.4%	0%	-6%	-3%	-1%
COc1cc(CC(=O)Oc2ccc3c(c2)OCO3)cc(OC)c1OC
  -9%	11	-7%	-13%	0%	0.1%	5%	-4%	-2%	3%
NS(=O)(=O)c1ccc(CCNC(=O)CNC(=O)c2ccc(Oc3ccccc3)cc2)cc1
  -17%	-1	6%	0%	1%	-0.2%	0%	0%	5%	2%
CN1CCN(CCC(=O)Nc2cccc(F)c2)CC1
  11%	-4	4%	4%	9%	0.1%	-15%	-3%	0%	0%
C=CCn1c(SC)nnc1-c1cccc([N+](=O)[O-])c1
  1%	-1	5%	-2%	1%	-0.4%	0%	-2%	1%	1%[46.1 µM]
O=C(O)CNS(=O)(=O)c1ccc2c3c(cccc13)C(=O)N2
  -2%	-5	16%	20%	17%	-0.7%	-10%	-4%	-10%	.
Cc1ccc(C)c(Nc2cc(C)nc3ccccc23)c1
  .	.	.	-57%	-63%	.	.	-5%	.	-2%
O=S(N1CCCCCC1)C12CC3CC(CC(C3)C1)C2 (stereo not given)
  0%	19	-12%	-17%	-36%	-0.1%	6%	-6%	-11%	2%
COc1ccc(NC(=O)COc2cccc(-n3cnnn3)c2)cc1Cl
  ?	1	3%	17%	-41%	2.3%	-6%	-7%	.	9%
CCC(C)NC(=O)CSc1ncnc2sccc12 (stereo not given)
  -2%	0	0%	12%	13%	-1.0%	-1%	-7%	-15%	2%
COc1ccc(NC(=S)NNC(=O)Cn2nc(C(F)F)cc2C(F)F)cc1
  3%	-2	-1%	4%	1%	-0.3%	9%	-2%	9%	-5%[46.1 µM]
O=C(NN=Cc1ccccc1C(=O)O)c1cccc(S(=O)(=O)Nc2cccc(C(F)(F)F)c2)c1
  ?	.	0%	8%	10%	0.4%	-3%	-7%	.	5%
Cc1cccc(NC(=O)c2cc(-c3cccnc3)nc3c(C)cccc23)n1
  -6%	21	24%	12%	-61%	-0.8%	-3%	0%	11%	0%
C=CCSc1nc(N)c(C#N)c(-c2ccc(C)cc2)c1C#N
  ?	15	0%	5%	-13%	0.0%	4%	-1%	21%	2%
O=C(CSc1nc2ccccc2c(=O)n1CCCN1CCOCC1)Nc1ccc2c(c1)OCO2
  0%	4	-5%	9%	-22%	-0.6%	3%	1%	?	1%

In the list so far, these have a COOH group.
Values run as follows: ELG1 DNA repair	TRPV1 ag	p53 reactivator	a7 integrin act	BRCA1 expr up	B2AR arrestin	AT treatment	TSG101-PTAP inh	MLL CXXC-DNA inh	TCR activator
O=C(O)CNS(=O)(=O)c1ccc2c3c(cccc13)C(=O)N2
  -2%	-5	16%	20%	17%	-0.7%	-10%	-4%	-10%	.
O=C(NN=Cc1ccccc1C(=O)O)c1cccc(S(=O)(=O)Nc2cccc(C(F)(F)F)c2)c1
  ?	.	0%	8%	10%	0.4%	-3%	-7%	.	5%

(listing goes on)
Values run as follows: ELG1 DNA repair	TRPV1 ag	p53 reactivator	a7 integrin act	BRCA1 expr up	B2AR arrestin	AT treatment	TSG101-PTAP inh	MLL CXXC-DNA inh	TCR activator
COc1ccccc1N(C)S(=O)(=O)c1ccc(C(=O)OC(C)C(=O)NCc2ccc3c(c2)OCO3)cc1 (stereo not given)
  ?	3	-2%	19%	-2%	0.1%	3%	2%	1%	-1%
CC1=C(C(=O)Nc2cccnc2)C(c2ccc(C(C)C)cc2)n2ncnc2N1 (stereo not given)
  8%	-1	-8%	-1%	41%	-0.4%	5%	-2%	-5%	2%[46.1 µM]
CCOC(=O)C1Nc2ccc(C)cc2C2C=CCC12 (stereo not given)
  .	.	.	25%	-11%	.	.	-9%	.	9%
Cc1cc(-n2cc(Br)c(=O)[nH]c2=O)nc(-c2ccccc2)n1
  0%	-3	0%	-9%	-16%	-0.7%	-2%	-2%	-3%	3%
COc1c(C=O)c2c(c(OC)c1OC)-c1ccc(OC)c(=O)cc1C(NC(C)=O)CC2 (stereo not given)
  .	.	.	-18%	?	.	.	0%	.	10%
CCC(CC)NC(=O)CN(c1ccccc1OC)S(=O)(=O)c1cccs1
  0%	4	1%	15%	-13%	-0.5%	-6%	-3%	0%	1%
O=C(OCC(=O)N1CCCC1)c1ccc(S(=O)(=O)Nc2ccccc2)cc1
  -2%	2	-1%	18%	-7%	-0.2%	0%	-2%	3%	12%
O=C(NC(Cc1ccccc1)c1ccc2c(c1)OCCCO2)c1ccc(F)cc1 (stereo not given)
  -11%	-3	6%	17%	12%	-1.1%	3%	0%	23%	-5%
COc1ccc2c(CC(=O)Nc3ccc(OC)nc3)coc2c1
  -1%	7	-2%	-1%	8%	0.2%	5%	-3%	4%	6%
CC1(C)OC(=O)C(=CNC(Cc2c[nH]c3ccccc23)C(=O)O)C(=O)O1 (stereo not given)
  -16%	7	6%	4%	11%	-0.1%	-1%	-3%	-1%	-11%
FC(F)(F)c1ccccc1NC(=S)Nc1ccccc1
  5%	-7	-1%	3%	-3%	0.0%	1%	-1%	-11%	-3%
CCCN1CCN(CC(=O)Nc2nnc(CC)s2)CC1
  -3%	3	?	18%	1%	-0.4%	-1%	-3%	-5%	.
COc1ccc(-c2cc(C(F)F)n3ncc(C(=O)Nc4cccc(S(=O)(=O)N5CCOCC5)c4)c3n2)cc1
  3.7µM*	-2	-2%	7%	-18%	-0.2%	-8%	1%	?	-1%
COc1ccc(C2=NOC(C)(c3nnc(-c4ccc(F)cc4)o3)C2)cc1 (stereo not given)
  ?	-2	4%	-12%	-4%	-0.4%	13%	0%	5%	-2%
C=CCN1C(=O)c2ccccc2C1(O)Cc1ccccc1 (stereo not given)
  11%	1	1%	39%	-29%	-0.8%	-11%	0%	5%	0%
COc1ccc(-c2csc3nc[nH]c(=O)c23)cc1OC
  3%	0	5%	-19%	3%	-0.1%	7%	0%	52%[activator]	-1%
O=C(Nc1ccccc1C(=O)N1CCCCCC1)c1cccc(S(=O)(=O)N2CCOCC2)c1
  0%	21	-2%	10%	-15%	0.0%	-7%	1%	4%	-2%
CCOc1ccc(NC(=O)CSc2nnc(C)n2CC2CCCO2)cc1 (stereo not given)
  -3%	1	10%	13%	1%	-0.8%	6%	-7%	5%	2%
NC(=O)CSc1nc2ccccc2nc1SCC(N)=O
  2%	-10	-1%	?	3%	-0.1%	1%	0%	1%	.
CCN(CC(=O)NC1CC1)S(=O)(=O)c1ccccc1
  4%	-4	-9%	38%	9%	-0.4%	10%	-5%	?	4%
CCC(=O)Nc1cc2c(cc1C(=O)CC)OCCO2
  -4%	.	-3%	-2%	-21%	0.3%	22%	11%	3%	6%
CCOCCCNC(=O)C1CCCN(S(=O)(=O)c2cccc3nsnc23)C1 (stereo not given)
  9%	-2	-5%	5%	4%	-0.2%	2%	-3%	10%	1%
O=C(CCc1ccc(S(=O)(=O)NC2CCCCC2)cc1)NCc1ccccn1
  ?	-5	3%	-16%	-5%	5.3%	-2%	-5%	-7%	-8%
COc1ccc(Cl)cc1S(=O)(=O)N1CCN(Cc2ccc3c(c2)OCO3)CC1
  -22%	15	-15%	-4%[7.66 µM]	-3%	-0.9%	-5%	0%	-2%	-7%
